Siah-1 displacement – Siah-1 peptide-binding antagonists, primary screen, biochemical, fluorescence polarization, rhodamine-plectin, uHTS (AID 1817); E3 ubiquitin-protein ligase SIAH1 (Homo sapiens); Siah-1 / rhodamine-plectin peptide fluorescence polarization; higher % means a stronger effect; displacement, % at 20 µM, or IC50 in µM where a hit was titrated; hit rate 0.02% among 290,000;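 active = displacement of at least 50% at 20 µM, with a fluorescence ratio check between 0.3 and a set limit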;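 note: plate controls were Siah plus tracer with DMSO for no effect and tracer alone without Siah for full effect; strong numbers were not always called active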
GPR55 LPI antagonism – GPR55 antagonists blocking LPI-driven arrestin recruitment, primary screen, imaging, U2OS, beta-arrestin-GFP, LPI agonist (AID 2013) | U2OS GPR55 beta-arrestin-GFP translocation imaging, LPI antagonism; higher % means a stronger effect | inhibition, % at 10 µM; hits with a dose series show IC50 in µM | G-protein coupled receptor 55 (Homo sapiens) | hit rate 0.13% among 290,000;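 active = spots per cell inhibited over 60%, with over 100 cells counted and total cytoplasm intensity under 500,000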;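 note: U2OS cells stably carrying GPR55 and arrestin-GFP stimulated by 5 µM LPI near EC80; imaged beta-arrestin-GFP aggregate spots per cell after agonist stimulation; plate controls were LPI-stimulated DMSO wells for no effect and DMSO wells without LPI for full effect; some results filed as inactive read as strong as hits; confirmed hits need IC50 under 10 µM and bright autofluorescent wells are also inconclusive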
LYP phosphatase – inhibitors of LYP phosphatase, biochemical, fluorescence intensity, uHTS (AID 1779); recombinant LYP phosphatase, fluorescence intensity; higher % means a stronger effect; inhibition, % at 11.5 µM; hits with a dose series show IC50 in µM; hit rate 0.054% among 290,000; in the data active = inhibition above about 50%;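 note: plate controls were vehicle with enzyme for no effect and no enzyme for full effect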
PhoP inhibition – inhibitors of PhoP regulon expression, primary screen, Salmonella Typhimurium, GFP reporter (AID 1863); hit rate 0.16% among 300,000; S. Typhimurium PhoP-regulated promoter GFP reporter, 4 h; higher % means a stronger effect; inhibition, % at 50 µM, or IC50 in µM where a hit was titrated;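 active = inhibition over 29.93%, a cutoff 3 SD above the screen mean, later confirmed by dose response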;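 note: 0% = low Mg2+ inducing control and 100% = high Mg2+ repressing control; strong numbers were not always called active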
NTR1 ag – agonists of NTR1, primary screen, imaging, U2OS cells, beta-arrestin-GFP, high content (AID 493036); Neurotensin receptor type 1 (Homo sapiens), P30989; NTR1-U2OS beta-arrestin-GFP spot imaging, agonist mode; hit rate 0.17% among 330,000; activation, % at 20 µM;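 active = activation at or above 40% of the spot to cytoplasm intensity ratio, with at least 20 cells analyzed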;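 note: 0% = DMSO without peptide and 100% = 100 nM NTR1 peptide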
Target sequence (P30989 whole entry, looked up): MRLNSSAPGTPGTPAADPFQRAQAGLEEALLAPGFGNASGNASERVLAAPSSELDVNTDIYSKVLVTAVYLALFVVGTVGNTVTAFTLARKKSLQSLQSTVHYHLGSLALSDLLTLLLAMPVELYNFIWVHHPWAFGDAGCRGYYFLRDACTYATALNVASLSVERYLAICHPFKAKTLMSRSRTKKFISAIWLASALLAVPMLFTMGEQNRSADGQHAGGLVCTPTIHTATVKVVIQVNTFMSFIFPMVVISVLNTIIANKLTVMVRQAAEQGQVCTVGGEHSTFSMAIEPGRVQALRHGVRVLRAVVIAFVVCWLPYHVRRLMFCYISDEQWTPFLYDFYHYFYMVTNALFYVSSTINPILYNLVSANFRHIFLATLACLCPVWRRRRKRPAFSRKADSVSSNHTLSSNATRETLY
MgcRacGAP inhibition – MgcRacGAP GTPase-activating activity inhibitors, confirmation, biochemical, ADP Hunter fluorescence; Rac GTPase-activating protein 1 (Homo sapiens); MgcRacGAP-stimulated Rac1 GTP hydrolysis, ADP Hunter fluorescence; higher % means a stronger effect; GST-tagged Rac1 F28L mutant substrate; inhibition, % at 30 µM; hits with a dose series show IC50 in µM; hit rate 0.6% among 340,000; AID 624330, 2012;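 active = first-screen hits whose inhibition reached a set limit at any dose in the follow-up dose series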;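 note: fluorescence reports GDP produced by GAP-driven GTP hydrolysis; strong numbers were not always called active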
GPR35 arrestin U2OS – GPR35 antagonists blocking zaprinast-driven arrestin recruitment, primary screen, imaging, U2OS, beta-arrestin-GFP, zaprinast agonist (AID 2058). U2OS GPR35 beta-arrestin-GFP translocation imaging, zaprinast antagonism; higher % means a stronger effect. inhibition, % at 10 µM; hits with a dose series show IC50 in µM. hit rate 0.052% among 290,000;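 active = inhibition of at least 50% with at least 30 cells and total cytoplasm GFP at most 10,000,000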
Myeloid diff 2 – induction of myeloid progenitor differentiation, primary screen, cell-based, flow cytometry, MLPCN library; hit rate 1% among 360,000; calls only at 10 µM; ER-HoxA9 myeloid progenitors, lysozyme-GFP differentiation;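 active = normalized GFP-positive differentiation at or above the plate's own cutoff, the solvent-only control mean plus 3 SD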;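 note: cells exposed to compound for four days before flow analysis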
HIV peptide binding – inhibitors of HIV fusion peptide binding, primary screen, biochemical, uHTS, fluorescence dequenching (AID 1986); cell-free peptide binding, fluorescence dequenching, 30 min; higher % means a stronger effect; inhibition, % at 20 µM; hits with a dose series show IC50 in µM; hit rate 0.3% among 290,000; in the data active = inhibition mostly above about 52%, no sharp cut-off; inactive = mostly below about 76%; note: some results filed as inactive read as strong as hits
NTR1 ag cell count 20 µM – further read-out of NTR1 ag, marked with its call; cell count; measured here: cell count, cytotoxicity flag
Myeloid diff 2 GFP+ MAC1+ % – recorded beside Myeloid diff 2, whose call it bears; GFP+ MAC1+ double positive, %; measured here: differentiation confirmed by MAC1 staining
An asterisk follows results filed as active; i = inactive; / = no result given; + = active, no number.

SMILES	Siah-1 displacement	GPR55 LPI antagonism	LYP phosphatase	PhoP inhibition	NTR1 ag	NTR1 ag cell count 20 µM	MgcRacGAP inhibition	GPR35 arrestin U2OS	Myeloid diff 2	Myeloid diff 2 GFP+ MAC1+ %	HIV peptide binding
Cc1ccc(N(CC(=O)NCc2ccccc2Cl)S(=O)(=O)c2c(C)noc2C)cc1	8%	2%	-6%	-4%	1.4	50	-2%	2%	i	6.1	0.8%
CNC(=S)N1CCN(c2c(F)cc3c(=O)c(C(=O)O)cn(C4CC4)c3c2OC)CC1C (configuration not stated)	2%	2%	0%	18µM*	1.5	51	16%	6%	i	1.5	1.4%
O=S(=O)(NCC1CCCO1)c1ccc(S(=O)(=O)N(Cc2ccccn2)C2CC2)cc1 (configuration not stated)	1%	8%	0%	0%	-0.5	40	4%	8%	i	0.4	1.8%
CCCn1c(=O)[nH]c(=O)c2c1nc(-c1ccccc1)n2CCN1CCOCC1	2%	-3%	-5%	-7%	-0.5	39	16%	-4%	i	1.0	-1.8%
COc1c2ccoc2c(OC)c2oc(=O)ccc12	16%	-3%	2%	-2%	-0.3	91	2%	19%	i	3.2	-0.3%
N#CCCNC(=O)CCN1CCOCC1	1%	-6%	-10%	-5%	0.0	63	4%	20%	i	0.5	0.9%
CC(C)NC(=O)c1ccc(-c2ccc(Cl)c(C(F)(F)F)c2)o1	1%	14%	-7%	-2%	2.8	51	-3%	14%	i	2.1	-1.4%
COc1ccccc1C(=O)Nc1nnc(-c2ccco2)s1	-3%	-1%	-2%	-6%	-0.5	50	4%	12%	i	1.3	1.9%
O=C(COc1ccc([N+](=O)[O-])cc1)Nc1ccc(N2CCCC2)cc1	-10%	-15%	-4%	15%	0.0	78	29%	/	i	1.0	-8.8%
N#Cc1nc(COc2ccccc2)oc1N1CCC(Cc2ccccc2)CC1	3%	19%	5%	-10%	-1.3	53	5%	-7%	i	1.5	1.4%
CC(C)(C)c1ccc(C(=O)Nc2ccc(C=C(C#N)C#N)cc2)cc1	1%	10%	2%	45%	2.2	62	11%	7%	i	0.7	19%
Nn1c(SCC(=O)N2CCOCC2)nnc1-c1ccc(Cl)cc1Cl	-6%	-6%	-6%	-7%	2.1	86	7%	-2%	i	0.5	0.1%
CN1CCCc2cc3c(C(F)(F)F)cc(=O)oc3nc21	2%	-5%	-10%	-11%	4.8	49	6%	22%	i	1.6	-2.3%
O=C(NC(=S)Nc1c(Cl)ccc2nsnc12)c1ccco1	-1%	7%	5%	7%	2.2	53	-4%	0%	i	1.1	21%
Cc1ccc(C(=O)OCC(=O)Nc2nc(-c3ccccc3)cs2)cc1NC(=O)c1ccco1	1%	23%	1%	-13%	3.0	62	7%	3%	i	0.1	0.1%
Cc1ccnc(NC(=O)Nc2ccc(Br)cc2Cl)c1	1%	-7%	-3%	-8%	-0.4	70	9%	2%	+	0.3*	0.1%
Cn1nnc2cc(C(=O)N3CCCCCC3)ccc21	8%	9%	-4%	-9%	-0.4	92	8%	-16%	i	1.1	0.1%
Cc1ccc(/C=C2\SC(=S)N(Cc3ccccc3)C2=O)o1	-4%	5%	5%	14%	3.5	57	10%	-2%	i	1.7	-3.6%
Cc1ccc(S(=O)(=O)N2CCN(C(=O)c3cc(-c4cccs4)nn3-c3ccccc3)CC2)cc1	/	/	/	5%	1.0	80	7%	/	i	0.3	/
CC(C)C(=O)N1CCN(c2ccccc2NC(=O)Cc2ccc(Cl)cc2)CC1	3%	4%	5%	-8%	4.4	81	0%	-23%	i	1.1	-1.5%
O=C(N/C(=C\c1ccccc1)C(=O)N1CCCCC1)c1ccc(Br)o1	-10%	26%	-11%	5%	1.0	62	5%	9%	i	1.8	-0.9%
COCCOC(=O)c1c(NC(=O)CN(C)c2ccccc2)sc(C(N)=O)c1C	0%	-13%	-5%	0%	1.1	49	4%	-4%	i	0.7	-2.8%
c1ccc2c(c1)nc(N1CCCCCC1)c1ccccc12	3%	-4%	-8%	-5%	5.0	35	1%	9%	i	0.5	-1.4%
CC(C)CN1C(=S)SC(C)(C)C1n1oc(=O)n(-c2ccc(Cl)cc2)c1=O (configuration not stated)	1%	-3%	-7%	0%	4.6	40	3%	-14%	i	3.1	-1.0%
c1ccc2c(c1)Sc1ccccc1-n1cnnc1-2	0%	8%	0%	-3%	0.6	60	9%	6%	i	1.3	0.2%
Further records follow.
SMILES	Siah-1 displacement	GPR55 LPI antagonism	LYP phosphatase	PhoP inhibition	NTR1 ag	NTR1 ag cell count 20 µM	MgcRacGAP inhibition	GPR35 arrestin U2OS	Myeloid diff 2	Myeloid diff 2 GFP+ MAC1+ %	HIV peptide binding
COCCNC(=O)CN(C(=O)CCC(=O)Nc1nccs1)c1ccc2c(c1)OCO2	-5%	8%	-5%	5%	1.3	28	3%	10%	/	/	-2.7%
Cc1ccccc1CC(=O)NC1CCCCCC1	0%	4%	0%	-7%	0.7	61	-4%	-5%	i	1.6	-0.1%
C/C(=N\Nc1ccc([N+](=O)[O-])cc1[N+](=O)[O-])C(C)(C)C(C(=O)O)C(=O)O	2%	-1%	10%	6%	6.7	66	7%	-7%	i	0.4	10%
C#CCOC(=O)C[N+](C)(C)CC=C	-6%	0%	-15%	-3%	2.4	56	5%	5%	i	0.5	1.0%
COCCn1cnnc1SCC(=O)c1ccc(S(=O)(=O)N2CCCC2)cc1	1%	10%	1%	2%	4.4	52	7%	16%	i	0.4	0.2%
COc1ccc(NC(=O)CSc2nnc(-c3cccs3)n2N)c(OC)c1	/	/	/	3%	-0.1	63	9%	/	i	0.5	/
CC(=O)Nc1ccc(NC(=O)C(C)O/N=C/c2cccc([N+](=O)[O-])c2)cc1 (configuration not stated)	2%	-2%	-10%	-7%	-0.7	81	-5%	-1%	i	2.3	-0.9%
COCc1cc(=O)[nH]c(SCCS(=O)(=O)c2ccc(Cl)cc2Cl)n1	4%	6%	-4%	3%	5.0	50	2%	6%	/	/	-1.2%
CN1CCN(S(=O)(=O)c2ccc3c(c2)OCCO3)CC1	3%	7%	-4%	13%	0.8	33	13%	0%	i	1.3	-1.8%
CN1CC(=O)NC1=NC(=O)c1ccc(Cl)c(S(=O)(=O)N2CCCCCC2)c1	0%	-4%	-4%	-6%	1.5	34	-5%	-9%	i	0.7	1.9%
COC(=O)c1ccc(C2NC(C(=O)O)CS2)cc1 (configuration not stated)	-2%	6%	1%	-7%	-0.8	70	4%	7%	i	0.7	1.4%
Cc1oc2c(c1C(=O)NCCO)CCCC2	5%	1%	-6%	5%	0.2	43	13%	-3%	i	0.3	2.5%
CCOc1ccc(C(C)C)cc1S(=O)(=O)Nc1ccc(Cl)cn1	-4%	-2%	0%	16%	-0.2	68	8%	25%	i	1.0	1.0%
CC(C)(C)c1nnc(NC(=O)C2CCN(C(=O)c3ccco3)CC2)s1	1%	-12%	-1%	5%	0.5	48	4%	0%	i	0.7	-0.8%
O=C(NCc1ccco1)c1ccccc1	1%	1%	-5%	-1%	-0.7	121	5%	19%	i	0.8	-0.8%
CC1CSc2nnc(CCc3ccccc3)n21 (configuration not stated)	1%	1%	-10%	7%	-2.7	63	1%	21%	i	0.6	-2.6%
Cc1cccc(C)c1NC(=O)Nc1ccccc1-n1ccnc1	-6%	4%	-5%	-9%	-1.5	89	3%	-8%	i	0.3	-0.4%
Cc1c(C(=O)NC2CCCCC2)oc2ccccc12	-1%	-6%	-11%	0%	1.1	58	9%	-9%	i	0.4	0.0%
COc1ccccc1N1CCN(C(=O)c2ccc(CN3CCc4ccccc4C3)cc2)CC1	-5%	-5%	-7%	8%	-1.0	94	1%	-9%	i	1.0	-3.4%
O=C1NC(=Nc2ccc(O)cc2)S/C1=C\C=C\c1ccco1	70%	-14%	-1%	2%	4.2	51	23%	-13%	i	0.6	41%
COc1ccc(C2/C=C\CN(C(=O)CC(C)(C)C)CC(=O)N2Cc2ccc(F)cc2)cc1 (configuration not stated)	-1%	-2%	-2%	-2%	-3.7	97	9%	-6%	i	2.5	0.9%
Cc1nn(CCCC(=O)Nc2c(F)cc(F)cc2Br)c(C)c1[N+](=O)[O-]	2%	8%	-5%	4%	4.9	61	18%	-9%	i	0.4	-1.2%
CCCCC(=O)Nc1cc(N(C)C)nc2ccccc12	3%	-3%	-6%	4%	0.7	56	15%	9%	i	0.1	-1.4%
Cc1cc(Cl)ccc1OCC(=O)NN1C(=O)C2C3C=CC(C3)C2C1=O (configuration not stated)	6%	9%	-8%	0%	-0.9	33	2%	-6%	i	0.3	-1.9%
CC(=O)OCC(=O)[C@@]1(O)CC[C@H]2[C@@H]3CCC4=CC(=O)CC[C@]4(C)[C@H]3C(=O)C[C@@]21C	4%	3%	-1%	-7%	2.9	53	-4%	-11%	i	1.6	0.1%

Overlap with the part before: 2 compounds, then new ones.
SMILES	Siah-1 displacement	GPR55 LPI antagonism	LYP phosphatase	PhoP inhibition	NTR1 ag	NTR1 ag cell count 20 µM	MgcRacGAP inhibition	GPR35 arrestin U2OS	Myeloid diff 2	Myeloid diff 2 GFP+ MAC1+ %	HIV peptide binding
Cc1cc(Cl)ccc1OCC(=O)NN1C(=O)C2C3C=CC(C3)C2C1=O (configuration not stated)	6%	9%	-8%	0%	-0.9	33	2%	-6%	i	0.3	-1.9%
CC(=O)OCC(=O)[C@@]1(O)CC[C@H]2[C@@H]3CCC4=CC(=O)CC[C@]4(C)[C@H]3C(=O)C[C@@]21C	4%	3%	-1%	-7%	2.9	53	-4%	-11%	i	1.6	0.1%
Cc1ccc(-c2nc3ccccc3c(=O)n2CCN2CCOCC2)cc1	6%	8%	-8%	-3%	-1.0	68	7%	-15%	i	2.5	1.6%
Cc1ccc(OCc2n[nH]c(=S)n2N)cc1C	-7%	14%	-8%	-8%	-1.0	70	6%	-16%	i	0.5	-0.7%
CC(=O)Nc1ccc(OCC(O)CN2CCN(S(=O)(=O)c3ccc(NC(C)=O)cc3)CC2)cc1 (configuration not stated)	-8%	9%	-8%	0%	1.7	47	-1%	9%	i	9.2	-0.7%
COc1cc(C2c3[nH]c4ccccc4c3C[C@H]3C(=O)N(C4CC4)CC(=O)N23)ccc1OC(C)C (some centres not stated)	-2%	17%	0%	-5%	2.0	85	16%	-12%	i	0.7	1.0%
CC1CCN(CCCN2C(=O)C3C(C(=O)Nc4ccc(Cl)cc4)C4C=CC3(O4)C2C(=O)NC2CCCCC2)CC1 (configuration not stated)	-1%	12%	-11%	3%	0.1	53	11%	6%	i	2.6	0.1%
C=CCOc1ccc(/C=C(\C#N)C(=O)Nc2ccccn2)cc1	5%	9%	-5%	-8%	1.2	51	3%	-8%	i	1.4	0.9%
